Wnt act = activators of Wnt/beta-catenin signaling; Wnt/beta-catenin reporter cell assay, activator, plate reader; 1.2% of 300,000 active; activation, % at 9.35 µM; in the data active means activation above about 30%, passing the limit was not always enough;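 further: 0% = neutral control wells and 100% = positive control wells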
MITF TRPM1 HTS = activators of MITF-driven TRPM1 promoter activity in SK-MEL-5 cells; activation, % at 12.5 µM; AID 588334; 0.75% of 300,000 active; SK-MEL-5 TRPM1-promoter luciferase, 24 h; % of positive control, neutral wells = 0;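 active means mean activation of at least 80% with every replicate also reaching 80%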;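 further: 0% = neutral control wells and 100% = parthenolide positive control wells; values of inactives mirror those of a sister screen read the other way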
Ecoli viability = counter-screen for AddAB inhibitors: E. coli growth inhibition; E. coli V3065 growth, OD600 absorbance, 18 h; inhibition, % at 11.9 µM; 0.27% of 330,000 active; AID 449728;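 active means inhibition above the campaign's mean inhibition across all tested compounds plus 3 SD, cut at about 9.9% in these data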;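 further: uninfected addAB+ strain grown without phage in ampicillin broth; 0% = DMSO wells and 100% = ciprofloxacin 0.95 µg/ml wells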
Tat export inh = inhibitors of E. coli Tat protein transport; E. coli MC4100 TorA-mCherry Tat export, fluorescence; inhibition, % at 10 µM; 0.036% of 340,000 active; AID 488895;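 active means mean replicate inhibition at least 50% and at least half of replicates individually reaching 50%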;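 further: exported cargo escapes ClpAP degradation while cytoplasmic cargo is degraded and loses fluorescence; 0% = median of neutral control wells and 100% = median of NaSCN control wells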
AddAB inh = less growth of phage-infected E. coli with AddAB; 0.29% of 330,000 active; E. coli expressing H. pylori AddAB, absorbance growth; inhibition, % at 11.9 µM; in the data active means inhibition above about 12%;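 further: 0% = vehicle wells of infected cells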
CAL PDZ FP-1 = CAL PDZ (human) peptide binding inhibition. purified CAL PDZ, TMR-peptide fluorescence polarization, 1 h. inhibition, % at 24.9 µM. AID 602252. Q9HD26. 0.92% of 300,000 active;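 active means mean inhibition of at least 30% with at least half of replicates also reaching 30%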;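 further: 0% = DMSO neutral control and 100% = excess unlabeled competitor peptide PRC23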
CAL PDZ FP-2 = inhibitors of human CAL PDZ peptide binding | purified CAL PDZ, TMR-peptide fluorescence polarization, 1 h | Q9HD26 | AID 504414 | inhibition, % at 20 µM | 0.02% of 330,000 active;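 active means highest replicate inhibition of at least 40%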;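 further: plate controls were DMSO neutral control wells for no effect and unlabeled competitor peptide control wells for full effect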
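Test system: purified CerCALP PDZ construct; Compound dosing: one concentration, 20 µM compound; Also added: TMR-labelled reporter peptide T*-PRC34 bound in PDZ groove; Read-out: inhibition from polarization loss; Controls: unlabelled peptide and DMSO controls; Signal: FP readout, S and P plane fluorescence; Incubation: 1 h at RT.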
SR-BI uptake up = SR-BI HDL lipid transfer activation | CHO ldlA[mSR-BI] cells, DiI-HDL uptake fluorescence, 3 h; 100 = double the neutral-control signal | activation, % at 12.5 µM | 0.096% of 320,000 active | AID 504775;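 active means mean replicate activation of at least 60% and every replicate at or above 60%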;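 further: 0% = median plate neutral-control signal and 100% = twice that signal; values of inactives mirror those of a sister screen read the other way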
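Assay system: CHO ldlA[mSR-BI] cells, LDL receptor-null, SR-BI overexpressing; medium: Ham's F12 with 0.5% BSA, HEPES 25 mM, pH 7.4; also added: DiI-HDL 10 µg/mL; timing: 3 h uptake period with compound, 37 °C; signal: DiI fluorescence, bottom read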
phage Ecoli inh = E. coli growth loss with phage present | growth absorbance | inhibition, % at 11.9 µM | 0.26% of 360,000 active | AID 651602; in the data active means inhibition above about 11%
SR-BI HDL uptake = blocks mouse SR-BI lipid uptake from DiI-HDL | Q61009 | ldlA[mSR-BI] CHO cells, DiI-HDL uptake fluorescence, 3 h | inhibition, % at 12.5 µM | 0.96% of 320,000 active | AID 488896;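 active means mean replicate inhibition of at least 70% and a set share of replicates each scoring 70 or more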;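 further: 0% = median of neutral control wells and 100% = median of positive control wells; values of inactives mirror those of a sister screen read the other way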
Target sequence (Q61009 whole entry, looked up): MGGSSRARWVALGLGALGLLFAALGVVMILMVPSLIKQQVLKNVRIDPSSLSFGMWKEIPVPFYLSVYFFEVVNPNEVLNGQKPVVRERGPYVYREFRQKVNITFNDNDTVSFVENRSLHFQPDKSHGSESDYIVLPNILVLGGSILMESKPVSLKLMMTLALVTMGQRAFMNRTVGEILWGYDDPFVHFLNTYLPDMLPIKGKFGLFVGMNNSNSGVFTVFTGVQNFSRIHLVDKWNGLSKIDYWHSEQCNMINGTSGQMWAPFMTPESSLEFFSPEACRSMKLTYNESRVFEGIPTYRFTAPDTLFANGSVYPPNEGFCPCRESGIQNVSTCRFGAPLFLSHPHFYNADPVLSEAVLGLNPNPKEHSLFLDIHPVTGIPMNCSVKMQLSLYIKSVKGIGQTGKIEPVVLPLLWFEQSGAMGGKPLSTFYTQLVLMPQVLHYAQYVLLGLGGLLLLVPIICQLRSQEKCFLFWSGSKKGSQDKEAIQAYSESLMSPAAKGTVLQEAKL
The depositor's hits bear a star; / = no result given.

SMILES	Wnt act	MITF TRPM1 HTS	Ecoli viability	Tat export inh	AddAB inh	CAL PDZ FP-1	CAL PDZ FP-2	SR-BI uptake up	phage Ecoli inh	SR-BI HDL uptake
O=S(=O)(c1ccc(NC(=S)NN=C(Cc2ccccc2)Cc2ccccc2)cc1)N1CCOCC1	0	11	-0.6	-4	-1.3	-4	/	-43	2.9	43
CC(=O)N1CCc2cc(S(=O)(=O)CCC(=O)NCc3ccc(Cl)cc3)ccc21	-3	-6	-1.3	2	0.5	2	-0.1	-3	2.6	3
COc1cccc(NC(=O)Nc2cc(C)ccc2OC)c1	7	4	0.2	7	2.5	1	-1.6	-23	4.1	23
CCOC(=O)c1ccc(N=Cc2nc3ccccc3n2C)cc1	9	3	1.6	0	0.6	-6	-1.0	22	1.1	-22
CC(C)(C)n1nc(-c2ccc(Cl)cc2)c2c(N)ncnc21	/	11	1.5	5	-1.0	-12	-1.1	-19	2.8	19
CSCC[C@H](NC(=O)[C@@H]1Cc2ccccc2CN1)C(=O)NC[C@H]1CC[C@H](C(=O)O)CC1	0	92*	-2.4	9	-1.2	-4	-0.3	5	0.9	-5
Cc1cc(CSc2ccccc2C(=O)O)on1	-10	-3	-0.6	7	3.4	10	-3.1	/	2.9	/
Cc1[nH]c2ccc(C(=O)N3CCN(c4ccccn4)CC3)cc2c1C	-1	-7	-3.4	6	-1.0	-1	0.7	-17	0.1	17
CCC(CC)C(=O)Nc1cccc(C(=O)Nc2nccs2)c1	/	/	2.3	-6	1.5	-1	-0.7	-3	2.3	3
CC(=O)Nc1ccc(Sc2ccccc2C(=O)O)c(C(=O)O)c1	-1	/	-0.3	6	-0.7	-2	-0.3	9	2.4	-9
CCc1ccc(/C=N/NC(=O)c2nnn(-c3nonc3N)c2CN2CCOCC2)cc1	-2	14	0.8	-2	-0.5	-2	-2.3	-21	1.8	21
CCOC(=O)c1cc(CC)sc1NC(=O)COC(=O)c1cnccn1	-2	-1	-1.6	0	0.7	-1	-3.5	6	-0.1	-6
CC(C)[C@H](NC(=O)N1CC(=O)Nc2ccccc21)C(=O)N1CCC(C(=O)O)CC1	-2	-2	-1.3	-4	2.1	2	-1.8	11	2.1	-11
COc1ccc(Cn2nnnc2C(c2ccccc2Cl)N2CCN(C)CC2)cc1 (centres undefined)	-1	-1	/	4	/	0	/	17	-0.9	-17
O=C(CN1CCCC1)Nc1ccc(S(=O)(=O)N2CCCCC2)cc1	-3	-4	0.9	2	3.6	-1	0.0	14	-0.2	-14
CCOC(=O)Cc1c(C)nc2c(-c3cccc(Br)c3)c[nH]n2c1=O	0	-5	-7.2	-1	0.0	-4	-1.5	-5	-0.5	5
Cc1ccc(NC(=O)CSc2nnc(-c3ccncc3)o2)cc1	5	16	-0.2	-7	1.8	-1	-1.5	17	2.6	-17
CCOC(=O)N1CCN(C(=O)CN(c2cccc(C)c2)S(=O)(=O)c2ccccc2)CC1	/	/	0.6	3	4.1	-3	-2.3	-17	1.6	17
O=C(c1c[nH]c(C(=O)N2CCN(c3ccccc3F)CC2)c1)c1cccc(Cl)c1Cl	-2	-31	/	12	/	3	-9.3	-47	4.8	47
Cc1sc2ncn(CC(=O)OC(C)C(=O)NC(C)(C)C)c(=O)c2c1C (centres undefined)	/	9	0.6	-3	0.6	-1	-1.4	-4	1.1	4
COC(=O)CSc1nc(NC#N)nc(NC(C)(C)C)n1	1	-7	0.1	0	0.0	-4	-0.1	/	-1.5	/
COc1ccccc1CN(Cc1cccnc1)S(=O)(=O)c1ccc(-n2cnnn2)c(OC)c1	-2	10	-0.1	-2	0.7	8	-1.2	2	0.6	-2
O=C(c1ccc(Br)s1)N1CCN(Cc2ccc3c(c2)OCO3)CC1	-2	-11	0.5	7	0.8	-4	/	-9	2.5	9
O=C(Nc1ccc(N2CCOCC2)cc1)c1ccc(S(=O)(=O)NCc2ccco2)cc1	5	-6	3.3	-2	-0.2	-4	-1.8	/	1.1	/
O=C(c1ccccc1)N(Cc1ccccc1)c1ccccn1	-4	-16	-0.7	-5	1.8	5	/	11	-0.8	-11
CN(C)CC(C)(C)CNS(=O)(=O)c1ccc(Cl)cc1	-1	0	1.8	-2	0.5	/	-0.1	27	0.1	-27
C=CC[C@@H](CC(=O)NCCO)C(=O)N[C@H](C)COC(=O)[C@@H](CC=C)Cc1ccc(F)cc1	-2	-4	-0.4	-11	-0.6	-2	0.6	-18	2.1	18
CC(CNC(=O)c1ccco1)NC(=O)c1ccco1 (centres undefined)	0	1	-0.3	-4	2.0	0	-0.6	6	0.6	-6
O=C(C1=C[C@@H](c2ccc(C(F)(F)F)cc2)C[C@@H](OCCCCO)O1)N1CCOCC1	1	11	-2.2	-5	3.5	0	-0.5	3	0.9	-3
Cc1ccc(-c2c3c(=O)n(C)c(=O)n(C)c3cn2-c2ccccc2O)cc1	-2	-2	-1.3	2	-1.5	-2	-0.1	25	1.1	-25
COc1ccc(C(O)CNc2ccc(C)cc2)cc1 (centres undefined)	3	/	1.0	4	4.3	12	-3.6	-11	0.6	11
O=C(O)COc1ccc2occ(C(=O)c3ccccc3)c2c1	5	15	-1.6	5	-0.7	-2	/	-15	/	15
O=C(CSc1nnc(-c2cccnc2)n1Cc1ccco1)N1c2ccccc2Sc2ccccc21	/	/	-2.2	6	0.9	-2	-4.7	8	1.9	-8
COc1ccc(CCC(=O)Nc2ccc(Br)cn2)cc1	/	17	-2.6	16	0.0	/	-3.2	6	4.3	-6
Cc1ccccc1OCC(=O)NNC(=O)CCc1ccccc1	-1	-3	1.3	-6	3.6	-2	-1.9	11	2.9	-11
CSc1nsc(SCC(=O)Nc2ccc(C(N)=O)cc2)n1	7	3	-0.8	8	3.4	-2	-5.7	22	0.8	-22
O=C(CCC1CCCCC1)Nc1cccc(C(=O)Nc2ccc(C(=O)O)cc2)c1	1	/	1.5	-2	2.0	-1	-2.2	11	4.3	-11
C[C@H](NC(=O)Nc1ccc2c(c1)OCCO2)C(=O)O	/	1	-0.9	-7	1.3	/	-2.0	-12	3.2	12
COc1ccc(Cl)cc1Nc1ncnc2sc(C)c(S(=O)(=O)N3CCC(C)CC3)c12	/	-3	-0.8	3	2.0	-2	-0.5	-7	1.2	7
CCN=C1SC(CC(=O)NC2CCCCC2)C(=O)N1CC (centres undefined)	-1	-10	-0.8	-6	-0.9	0	-0.5	-13	0.6	13
CC(C)CC(=O)N1CCN(c2ccc([N+](=O)[O-])c(NCc3ccccc3)c2)CC1	-6	-10	-2.5	17	0.2	4	-0.6	-66	1.3	66
CNC(=O)NC(=O)COC(=O)c1cccc(S(=O)(=O)N2CC3(C)CC2CC(C)(C)C3)c1 (centres undefined)	0	-7	-2.5	10	-2.6	-3	-0.5	-30	0.6	30
CCCCN(CCCC)C(=O)c1nsnc1-c1ccccc1O	/	0	-2.3	14	0.5	/	-1.3	7	1.2	-7
Nc1nc(Nc2cccc(Cl)c2)nc(NCc2ccco2)c1[N+](=O)[O-]	16	18	1.0	3	1.9	-5	-2.8	-39	0.1	39
CC(=O)c1nc(N2C(=O)CC(Cc3cccc(C)c3)C2=O)sc1C (centres undefined)	/	2	3.5	-2	0.8	-2	-2.3	18	0.2	-18
Cc1ccc(S(=O)(=O)CCC(=O)OCC(=O)N2CCc3ccccc32)cc1	4	8	-0.8	-7	0.3	0	-0.7	/	3.1	-5
Cc1ccc(N2C(=O)C(Cc3ccccc3)NC2=S)cc1 (centres undefined)	/	4	1.1	-8	-0.1	2	-0.9	19	-0.6	-19
C[C@H]1CN(S(=O)C(C)(C)C)[C@H](CCO)/C1=C\CCO (some centres undefined)	2	5	/	-5	/	1	-0.6	-14	2.0	14

Molecules shown so far with a halogen (twelve):
SMILES	Wnt act	MITF TRPM1 HTS	Ecoli viability	Tat export inh	AddAB inh	CAL PDZ FP-1	CAL PDZ FP-2	SR-BI uptake up	phage Ecoli inh	SR-BI HDL uptake
CC(=O)N1CCc2cc(S(=O)(=O)CCC(=O)NCc3ccc(Cl)cc3)ccc21	-3	-6	-1.3	2	0.5	2	-0.1	-3	2.6	3
CC(C)(C)n1nc(-c2ccc(Cl)cc2)c2c(N)ncnc21	/	11	1.5	5	-1.0	-12	-1.1	-19	2.8	19
COc1ccc(Cn2nnnc2C(c2ccccc2Cl)N2CCN(C)CC2)cc1 (centres undefined)	-1	-1	/	4	/	0	/	17	-0.9	-17
CCOC(=O)Cc1c(C)nc2c(-c3cccc(Br)c3)c[nH]n2c1=O	0	-5	-7.2	-1	0.0	-4	-1.5	-5	-0.5	5
O=C(c1c[nH]c(C(=O)N2CCN(c3ccccc3F)CC2)c1)c1cccc(Cl)c1Cl	-2	-31	/	12	/	3	-9.3	-47	4.8	47
O=C(c1ccc(Br)s1)N1CCN(Cc2ccc3c(c2)OCO3)CC1	-2	-11	0.5	7	0.8	-4	/	-9	2.5	9
CN(C)CC(C)(C)CNS(=O)(=O)c1ccc(Cl)cc1	-1	0	1.8	-2	0.5	/	-0.1	27	0.1	-27
C=CC[C@@H](CC(=O)NCCO)C(=O)N[C@H](C)COC(=O)[C@@H](CC=C)Cc1ccc(F)cc1	-2	-4	-0.4	-11	-0.6	-2	0.6	-18	2.1	18
O=C(C1=C[C@@H](c2ccc(C(F)(F)F)cc2)C[C@@H](OCCCCO)O1)N1CCOCC1	1	11	-2.2	-5	3.5	0	-0.5	3	0.9	-3
COc1ccc(CCC(=O)Nc2ccc(Br)cn2)cc1	/	17	-2.6	16	0.0	/	-3.2	6	4.3	-6
COc1ccc(Cl)cc1Nc1ncnc2sc(C)c(S(=O)(=O)N3CCC(C)CC3)c12	/	-3	-0.8	3	2.0	-2	-0.5	-7	1.2	7
Nc1nc(Nc2cccc(Cl)c2)nc(NCc2ccco2)c1[N+](=O)[O-]	16	18	1.0	3	1.9	-5	-2.8	-39	0.1	39

Screening data from PubChem BioAssay.

Rows were taken by chance; overall some 3.6% were active at least once.
